Assay outcomes: PubChem, National Center for Advancing Translational Sciences (NCATS)
Hsp90 Hop PPI = changes Hsp90-Hop TPR2A binding signal, up or down | AlphaScreen TPR2A-His6 binding biotin-Hsp90 C-terminal peptide | Potency, µM (doses to about 57 µM), without a hit: at the highest dose activity change, negative = inhibition | 71,000 compounds, 0.44% hits | AID 595; active means well fitted curve in either direction with a large enough effect; inconclusive means small, poorly fitted or top-dose-only effect, or another doubt; further: potency means the concentration at half of the fitted maximal effect; on the % scale 0 is the no-effect control and ±100 the full control effect; many of its hits are not listed in these tables
BRCT PPI red = disrupts BRCA1 BRCT binding to phosphoprotein, red fluorophore readout; BRCT-phosphopeptide binding, red fluorescence polarization; Potency, µM (top dose mostly 76.9 µM), inactives show at the highest dose activity change, negative = inhibition, hits mostly inhibitors; 75,000 compounds, 0.03% hits; further: on the % scale 0 is the no-effect control and ±100 the full control effect
Target sequence (P38398 whole entry, looked up): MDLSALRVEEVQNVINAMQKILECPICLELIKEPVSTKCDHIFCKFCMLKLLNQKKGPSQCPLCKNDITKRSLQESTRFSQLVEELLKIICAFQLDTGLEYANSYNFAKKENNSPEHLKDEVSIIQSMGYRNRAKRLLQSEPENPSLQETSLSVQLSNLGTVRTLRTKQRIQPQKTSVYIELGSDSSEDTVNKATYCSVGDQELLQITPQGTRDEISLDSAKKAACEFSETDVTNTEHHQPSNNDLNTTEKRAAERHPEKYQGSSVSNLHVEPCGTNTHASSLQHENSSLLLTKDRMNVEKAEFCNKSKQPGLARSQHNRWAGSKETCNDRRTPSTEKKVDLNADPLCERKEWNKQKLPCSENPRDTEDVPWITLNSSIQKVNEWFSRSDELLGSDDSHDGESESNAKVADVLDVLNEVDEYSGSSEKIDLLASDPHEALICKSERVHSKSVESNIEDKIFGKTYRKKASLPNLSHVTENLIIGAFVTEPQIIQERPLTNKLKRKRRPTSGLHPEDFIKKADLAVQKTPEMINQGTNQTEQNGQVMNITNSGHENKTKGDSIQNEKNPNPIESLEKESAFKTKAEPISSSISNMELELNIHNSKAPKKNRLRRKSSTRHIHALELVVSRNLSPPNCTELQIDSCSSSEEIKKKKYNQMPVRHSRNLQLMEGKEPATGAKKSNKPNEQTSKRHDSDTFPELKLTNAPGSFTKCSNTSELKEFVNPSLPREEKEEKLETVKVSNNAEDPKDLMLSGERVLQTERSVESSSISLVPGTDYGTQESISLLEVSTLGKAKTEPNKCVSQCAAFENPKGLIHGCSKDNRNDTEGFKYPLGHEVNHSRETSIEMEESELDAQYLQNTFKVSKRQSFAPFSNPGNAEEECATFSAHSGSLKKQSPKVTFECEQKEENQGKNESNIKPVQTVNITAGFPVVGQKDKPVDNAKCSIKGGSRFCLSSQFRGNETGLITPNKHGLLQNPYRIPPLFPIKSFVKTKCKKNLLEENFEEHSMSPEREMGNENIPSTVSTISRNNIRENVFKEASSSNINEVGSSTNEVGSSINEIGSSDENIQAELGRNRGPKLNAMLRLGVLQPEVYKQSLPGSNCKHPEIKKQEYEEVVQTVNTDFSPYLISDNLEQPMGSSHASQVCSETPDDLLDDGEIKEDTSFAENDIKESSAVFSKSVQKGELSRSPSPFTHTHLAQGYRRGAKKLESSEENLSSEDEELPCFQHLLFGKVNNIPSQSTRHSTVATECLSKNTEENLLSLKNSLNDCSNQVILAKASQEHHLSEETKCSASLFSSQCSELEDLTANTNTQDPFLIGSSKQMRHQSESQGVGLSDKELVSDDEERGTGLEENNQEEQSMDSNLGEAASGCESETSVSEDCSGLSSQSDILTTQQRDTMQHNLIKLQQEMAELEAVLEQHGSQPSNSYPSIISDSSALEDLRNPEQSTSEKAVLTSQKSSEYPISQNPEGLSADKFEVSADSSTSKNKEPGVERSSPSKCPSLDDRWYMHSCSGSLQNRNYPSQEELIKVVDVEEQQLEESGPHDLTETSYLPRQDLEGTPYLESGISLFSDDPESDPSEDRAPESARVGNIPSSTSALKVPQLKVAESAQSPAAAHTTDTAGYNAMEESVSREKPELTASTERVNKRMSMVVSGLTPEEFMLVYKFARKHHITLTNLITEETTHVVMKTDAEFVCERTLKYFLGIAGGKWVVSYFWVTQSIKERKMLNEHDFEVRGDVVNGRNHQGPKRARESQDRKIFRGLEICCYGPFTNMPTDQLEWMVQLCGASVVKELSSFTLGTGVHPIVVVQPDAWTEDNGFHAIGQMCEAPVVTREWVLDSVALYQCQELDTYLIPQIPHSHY
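Rhodamine-labelled pBACH1 10-mer (100 nM) bound to BRCT domain (100 nM) at pH 7.3; compounds incubated 12 min room temperature, polarization read. Free peptide defines full inhibition; unlabelled decapeptide titrated as control.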
USP2a inhib = blocks human ubiquitin-specific protease USP2a; AID 927; 60,000 compounds, 0.1% hits; O75604; USP2a enzymatic assay, qHTS inhibition; Potency, µM (series often up to 38.3 µM), inactives show at the top dose activity change, negative = inhibition, usual class: inhibitors;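 further: potency means the concentration at half of the fitted maximal effect; nearly all actives have a fitted effect of over 60% in size; plate controls were DMSO for no effect and NEM full inhibition control for full effect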
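Coupled readout: USP2-cleaved Ub-PLA2 (20nM final) turns over NBD C6-HPC (20uM final), Ex 460nm/Em 535nm after 2.5 h, time-zero read flagging artifacts. Enzyme (20nM final, pH 8.0 Tris) given 30 min RT with compound first; NEM defines full inhibition.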
HBB splice mod = alters splicing of the hemoglobin beta chain. HBB splicing reporter cell assay, activation; EGFP reporter with mutant IVS2-654 intron; response scale: normalised to 500 nM splice-correcting PNA. Potency, µM (titrated, usually from 46.1 µM), without a hit: at the top dose activation, hits mostly activators. 65,000 compounds, 0.06% hits. AID 925; further: potency means the concentration at half of the fitted maximal effect; 0% is about no effect
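Compounds were applied for 2 days to HeLa EGFP-654 cells, 500/well in Optimem with 2% FCS. The reporter's EGFP is disrupted by mis-splicing of beta-globin intron IVS2-654. Readout: summed well GFP fluorescence from 488 nm laser scanning; reference was 500 nM antisense […] 654 PNA.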
UbGFP stabilizer = inhibits proteasome, raising ubiquitin-GFP reporter fluorescence. Ubiquitin-GFP reporter cells, proteasome inhibition, GFP fluorescence; response scale: untreated = 0%, 10 µM MG-132 = 100%. Potency, µM (top dose mostly 45.9 µM), inactives show at the top dose activation (GFP accumulation), most hits filed as activators. 67,000 tested, under 10 active. AID 526; active means well fitted activation curve with a large enough effect, not every such curve was filed as active; inconclusive means small, poorly fitted or top-dose-only effect, or another doubt; inactive means no such curve, though single readings can be large or run the other way; further: potency means the concentration at half of the fitted maximal effect
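Reporter cells (U2OS, ubiquitin-G76V-GFP fusion) are plated overnight, then treated 4 hr at 37 °C with compound titrations from 46 uM down to 2.9 nM. Activity is scaled against untreated cells and 10 uM MG-132.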
CRE-bla Fsk = CRE-bla signaling modulation under forskolin stimulation. CHO CRE-bla reporter (cAMP response element driving beta-lactamase), forskolin EC10, beta-lactamase ratio. Potency, µM (top dose mostly 38.2 µM), for inactives: at the highest dose activity change, negative = inhibition, actives largely listed as activators. 71,000 compounds, 2.5% hits. AID 662; active means well fitted activation curve with a large enough effect in the signal ratio, with a control signal flat, not every such curve was filed as active; inconclusive means small, poorly fitted or top-dose-only effect, or effect the other way, or a change in a side signal; the % refers to the signal ratio; further: potency means the concentration at half of the fitted maximal effect; % of control where 0% means no effect
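AC50 values, positive or negative, reflect shifts in EC10 NKH 477-induced CRE-bla reporter activity in CHO cells. Incubation lasted 3 h at 37 °C before CCF4 substrate (2 h, room temperature) and ratiometric 460/530 nm reading.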
15-hLO inh = 15-hLO (ALOX15) enzyme inhibition | AID 887 | 74,000 compounds, 1.4% hits | purified 15hLO-1, xylenol orange hydroperoxide absorbance | Potency, µM (series often up to 57.1 µM), inactives show top-dose activity change, negative = inhibition, most hits filed as inhibitors | P16050; further: potency means the concentration at half of the fitted maximal effect; on the % scale 0 is the no-effect control and ±100 the full control effect; nearly all actives have a fitted effect of over 55% in size
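Purified human 15hLO-1 (40 nM) in 25 mM Hepes pH 7.5, 0.01% Triton X-100, preincubated 15 min RT with compound, then 50 uM arachidonic acid for 6 min. Hydroperoxide read by ferrous/xylenol orange, 30 min; 573/405 nm absorbance ratio gave progress.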
HADH2 inh = inhibitors of human HADH2 dehydrogenase; Q99714; recombinant HADH2, NADH fluorescence, beta-hydroxybutyryl-CoA; Potency, µM (highest dose often 57.1 µM), inactives show top-dose activity change, negative = inhibition, usual class: inhibitors; 73,000 compounds, 3.4% hits; AID 886; further: potency means the concentration at half of the fitted maximal effect; on the % scale 0 is the no-effect control and ±100 the full control effect; nearly all actives have a fitted effect of over 60% in size; many of its hits are not listed in these tables
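Read-out: 360 nm excitation, 450 nm emission, kinetic over 4 min. Conditions: His-tagged human HADH2 20 nM, pH 9.0 Tris with Tween-20, 1 mM NAD+, 90 uM beta-hydroxybutyryl-CoA.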
Epigenetic mod = derepresses silenced GFP locus in mouse C127i cells. Potency, µM (top dose mostly 46.1 µM), without a hit: at the highest dose GFP derepression (activation). mouse C127i GFP locus derepression, cytometry, 30 h. 68,000 compounds, 0.09% hits; further: % of control where 0% means no effect
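Murine C127i mammary cells carrying a silenced, stably integrated CMV-driven GFP reporter were treated with compound for 30 hours at 37 C. After PBS washes, GFP-positive cells were counted by laser-scanning microplate cytometry.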
Pol III holo inh = inhibitors of bacterial DNA polymerase III holoenzyme. AID 603. 71,000 compounds, 0.25% hits. reconstituted DNA polymerase III holoenzyme replication, biochemical. Potency, µM (series often up to 57.1 µM), for the others: at the highest dose activity change, negative = inhibition; further: potency means the concentration at half of the fitted maximal effect; on the % scale 0 is the no-effect control and ±100 the full control effect
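Reconstituted *E. coli* holoenzyme (0.35 nM Pol III, 1 nM beta, 154 nM SSB, 2 nM primase) was preincubated with compound for 15 min at RT. Synthesis on 1.4 nM ssM13Gori ran 35 min, then was stopped with PicoGreen/EDTA and read as dsDNA fluorescence.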
BRCT PPI green = BRCA1 BRCT-phosphoprotein interaction inhibition; 75,000 compounds, 0.05% hits; BRCA1 BRCT-phosphopeptide binding, green fluorescence polarization; Potency, µM (series often up to 76.9 µM), inactives show at the top dose activity change, negative = inhibition, hits mostly inhibitors;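 further: potency means the concentration at half of the fitted maximal effect; plate controls were peptide without protein for full effect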
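Compounds were incubated for 12 min at room temperature with a complex of 100 nM fluorescein-tagged pBACH1 decapeptide and 250 nM His-tagged BRCT protein. Buffer was phosphate pH 7.3 with EDTA, DTT and Tween 20. Disruption of binding lowers the polarization signal.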
Active calls of the source: *; ? = inconclusive; nt = not tested or not shown; & = joins results of further samples; [ ] = dose if it differs, or a comment. Unless noted, the call rests on the fitted dose curve; in most records, active means well fitted curve in the direction sought with a large enough effect; inconclusive means small, poorly fitted or top-dose-only effect, or another doubt; inactive means no such curve, though single readings can be large; an effect the other way counts as inactive or inconclusive. Not all compounds are listed. The share of hits here may be higher or lower than overall.

SMILES | Hsp90 Hop PPI | BRCT PPI red | USP2a inhib | HBB splice mod | UbGFP stabilizer | CRE-bla Fsk | 15-hLO inh | HADH2 inh | Epigenetic mod | Pol III holo inh | BRCT PPI green
N#Cc1ccccc1Cn1cc(C(=O)c2ccco2)c2ccccc21 | 0% | -3.1% | -3% | nt | 4% | 11% | -20% | -17% | 0% | 4% | -0.6%
O=C(CN1CC=C(c2ccccc2)CC1)NC(=O)NCc1ccco1 | -5% | 1.8% | 36%[activator] | -2.5% | -3% | ? | ? | -8% | 1% | -1% | 0.7%
CCn1c(=O)cc(OCC(=O)N2CCN(Cc3ccc4c(c3)OCO4)CC2)c2ccccc21 | -7% | -1.4% | 17% | -2.1% | -15% | ? | -4% | 3% | 2% | -4% | -0.6%
NC1CCCCC1N=Cc1c(O)n(Cc2ccc(F)cc2)c(=O)[nH]c1=O (centres undefined) | -8% | 0.3% | 58%[activator] | -0.2%[57.5 µM] | 0% | -12% | -22% | 9% | 0% | -6% | -1.8%
CC1(C)CC(n2[nH]c(=O)c3c2NC(=O)CSC3c2ccc(F)cc2)CCO1 (centres undefined) | -3% | -0.4% | -2% | 1.3% | 3% | 14% | 0% | -2% | 0% | -7% | -1.5%
O=C(O)C1Sc2[nH]c(=O)sc2C2c3cc(Cl)ccc3OC(=O)C12 (centres undefined) | -2% | -0.6% | -10% | 5.4%[0.369 µM] | -4% | -4% | -15% | 20µM* | 2% | -6% | 2.1%
CCC(=Nc1ccc(OC)cc1OC)c1c(O)n(C2CCCCC2)c(=O)[nH]c1=O | -17% | -0.3% | 34%[activator] | 5.5%[1.84 µM] | 4% | ? | ? | 18% | 0% | 3% | 1.7%
O[C@H]1CCCC[C@H]1N1CCC(c2ccccc2)CC1 | -5% | 0.3% | -7%[17.1 µM] | 0.1%[20.6 µM] | 5% | -5% | -2%&-4%[25.6 µM] | -3% | -1% | -3% | -1.8%
Nc1nc(N)c(Cn2ccnc2)c(=O)[nH]1 | 0%[11 µM] | 0.6%[15.4 µM] | nt | -1.1%[9.22 µM] | -4%[9.17 µM] | 1%[7.6 µM] | 2%[11.4 µM] | 10%[11.4 µM] | 4%[9.22 µM] | 9%[11.4 µM] | -0.1%[15.4 µM]
CN1CCN(c2nccc3c2ncn3C)CC1 | -1% | -0.7% | 7% | -0.4%[57.5 µM] | -6% | -6% | 10% | 7% | -2% | 0% | 0.9%
Nc1ccccc1C(=O)OCCc1ccccc1 | ? | -1.9% | nt | -0.5% | nt | -12% | -14% | -16% | nt | 6% | 0.1%
CCNC(=O)[C@@H]1O[C@@H](n2cnc3c(N)ncnc32)[C@@H](O)[C@H]1O | -9% | 1.7% | -3% | 1.1% | 11% | -11% | 4% | 12% | -1% | -1% | -3.9%
N[C@@H]1C=CC=C(C(=O)O)C1 | ? | 0.5% | 9% | 0.7% | -5% | -6% | -7% | ? | 0% | -3% | -2.2%
Cn1ccnc1P(=S)(c1nccn1C)N1CCOCC1 | -3% | -0.7% | -18% | 0.1% | -15% | -4% | -8% | 25µM* | 2% | 0% | -1.6%
CC(C)CCn1c(N)c(C(=O)OCC2CCCO2)c2nc3ccccc3nc21 (centres undefined) | 28% | -0.9% | 28% | -6.2%[0.369 µM] | -2% | ? | -18% | ? | 3% | -6% | -0.3%
O=C(Cc1ccc(Cl)c(Cl)c1)N1CCCC[C@H]1CN1CCCC1 | -1%&0% | 0.0%&-1.2% | 1% | 0.1% | 4%&-6% | -23%&-10% | -2%[25.6 µM] | 5%&9% | -1%&0% | -3%&-3% | -3.7%&-1.6%
CC(CO)(CO)N=Cc1c(O)n(-c2cccc3ccccc23)c(=O)[nH]c1=O | -2% | 1.5% | -5% | -0.1%[9.22 µM] | -8% | 0% | -3% | -5% | 0% | 0% | 2.9%
CC(=NCc1ccc2c(c1)OCO2)c1c(O)n(C)c(=O)n(C)c1=O | -3% | 0.3% | -2% | 2.1%[0.369 µM] | -1% | ? | 1% | 13% | 2% | -5% | 4.3%
CCOc1cc(-c2nc3c(C)cccn3c2NCC2CCCO2)ccc1O (centres undefined) | -6% | -0.9% | 19% | 0.1% | -1% | ? | 2% | 20µM* | -1% | -2% | -1.8%
COc1cc(CNC(=O)CCCC/C=C\C(C)C)ccc1O | ? | 0.7% | 7%[17.1 µM] | -0.5%[20.6 µM] | 4% | ? | 6%&7%&-4%[25.6 µM] | -8% | 0% | 0% | 0.0%
CC(C)[C@@]1(NC(=O)[C@@H]2C[C@H]3c4cccc5[nH]cc(c45)C[C@@H]3N(C)C2)O[C@]2(O)[C@H]3CCCN3C(=O)[C@H](Cc3ccccc3)N2C1=O | -10%[26 µM] | -2.1%[34.4 µM] | 72%[activator][17.1 µM] | 1.7%[20.6 µM] | -2%[20.5 µM] | -18%[17.1 µM] | 0%[25.6 µM] | 2%[25.6 µM] | 12%[20.6 µM] | -2%[25.6 µM] | 1.0%[34.4 µM]
CCc1cc2c(nc1CC)CCN(CC/C(C)=N/OC)C2 | nt | 0.8%[15.4 µM] | nt | 3.2%[9.22 µM] | nt | nt | 4%[11.4 µM] | 0%[11.4 µM] | nt | nt | -1.1%[15.4 µM]
Nc1ccccc1-c1ccccc1 | 0% | 0.4% | nt | -0.2% | nt | -7% | -5% | -28% | nt | -2% | 0.6%
O=C(CCN1CC2CCC(CC2)C1)c1cccs1 | -1%[11 µM] | -2.7%[15.4 µM] | nt | 3.9%[9.22 µM] | 7%[9.17 µM] | 1%[7.6 µM] | 4%[11.4 µM] | 3%[11.4 µM] | -2%[9.22 µM] | -3%[11.4 µM] | -1.7%[15.4 µM]
CCCN1CCc2cccc3c2[C@@H]1Cc1ccc(O)c(O)c1-3 | -26% | -1.3% | 3% | 1.4% | -1% | -2% | ? | 0.5µM* | -3% | -7% | 0.4%
CC[C@@]1(c2ccc(N)cc2)CCC(=O)NC1=O | 1%[26 µM] | -2.7%[34.4 µM] | 5%[17.1 µM] | 1.0%[20.6 µM] | 1%[20.5 µM] | -9%[17.1 µM] | 3%[25.6 µM] | 3%[25.6 µM] | 0%[20.6 µM] | -2%[25.6 µM] | -0.6%[34.4 µM]
CCOc1cc(-c2ccc(N)c(OCC)c2)ccc1N | ? | 0.6% | 16% | 0.4% | 4% | 15% | 4% | 20µM* | 3% | 3% | -5.8%

Some of these compounds in order of molecular weight, falling:
SMILES | Hsp90 Hop PPI | BRCT PPI red | USP2a inhib | HBB splice mod | UbGFP stabilizer | CRE-bla Fsk | 15-hLO inh | HADH2 inh | Epigenetic mod | Pol III holo inh | BRCT PPI green
CC(C)[C@@]1(NC(=O)[C@@H]2C[C@H]3c4cccc5[nH]cc(c45)C[C@@H]3N(C)C2)O[C@]2(O)[C@H]3CCCN3C(=O)[C@H](Cc3ccccc3)N2C1=O | -10%[26 µM] | -2.1%[34.4 µM] | 72%[activator][17.1 µM] | 1.7%[20.6 µM] | -2%[20.5 µM] | -18%[17.1 µM] | 0%[25.6 µM] | 2%[25.6 µM] | 12%[20.6 µM] | -2%[25.6 µM] | 1.0%[34.4 µM]
CCC(=Nc1ccc(OC)cc1OC)c1c(O)n(C2CCCCC2)c(=O)[nH]c1=O | -17% | -0.3% | 34%[activator] | 5.5%[1.84 µM] | 4% | ? | ? | 18% | 0% | 3% | 1.7%
CC1(C)CC(n2[nH]c(=O)c3c2NC(=O)CSC3c2ccc(F)cc2)CCO1 (centres undefined) | -3% | -0.4% | -2% | 1.3% | 3% | 14% | 0% | -2% | 0% | -7% | -1.5%
CCOc1cc(-c2ccc(N)c(OCC)c2)ccc1N | ? | 0.6% | 16% | 0.4% | 4% | 15% | 4% | 20µM* | 3% | 3% | -5.8%
O=C(CCN1CC2CCC(CC2)C1)c1cccs1 | -1%[11 µM] | -2.7%[15.4 µM] | nt | 3.9%[9.22 µM] | 7%[9.17 µM] | 1%[7.6 µM] | 4%[11.4 µM] | 3%[11.4 µM] | -2%[9.22 µM] | -3%[11.4 µM] | -1.7%[15.4 µM]
